Bioassay records as filed in PubChem.
Thrombin inh: thrombin (human) inhibition. inhibition, % at 5 µM. P00734. alpha-thrombin, Boc-VPR-AMC fluorogenic substrate cleavage. 220,000 compounds, 0.26% hits;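 active = inhibition at or above 40%; inactive = inhibition below 40%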;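 note: 0% = enzyme with no compound and 100% = wells without enzyme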
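Test system: human alpha-thrombin; medium: pH 7.5 Tris-saline with Tween 20; times: reaction at room temperature; signal: AMC fluorescence at 355 nm excitation and 460 nm emission; also added: Boc-VPR-AMC substrate, 15 µM final; dosing: one concentration per compound, 5 µM, with 0.2% DMSO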
FXIa inh: factor XIa (human) inhibition; purified FXIa, Boc-Glu-Ala-Arg-AMC fluorogenic substrate; inhibition, % at 5 µM; 220,000 compounds, 0.14% hits; AID 798;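 active = inhibition of at least 40%; inactive = inhibition below 40%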;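 note: fluorescence of freed AMC excited at 355 nm; 0% = enzyme without compound and 100% = no enzyme blank; many of its hits are not listed in these tables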
KCC2 mod: KCC2 (human) Cl- transport modulation. Q9H2X9. KCC2 cells, thallium flux FluoZin-2 fluorescence. B-score of Tl+ flux slope (higher = more flux/activation; lower = inhibition) at 10 µM. 190,000 compounds, 2.2% hits;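 active = thallium flux slope and its plate-corrected score both differing from the plate sample mean at a set confidence after two filtering rounds, in either direction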;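 note: slope of fluorescence scaled to starting intensity during 10 to 20 s after thallium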
zVAD death inh: blocks zVAD induced death of L929 cells; viability rescue, % at 10 µM; L929 zVAD necroptosis rescue, ATP luminescence, 24 h; with zVAD 60 µM; 220,000 compounds, 0.38% hits;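 active = activation, scaled between plate controls, above about 75%, limit read from the data; inactive = activation under that limit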;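 note: 0% = zVAD with DMSO and 100% = DMSO alone without zVAD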
KLK5 inh: inhibitors of human kallikrein 5. Q9Y337. recombinant hK5, fluorogenic AMC substrate cleavage. inhibition, % at 5 µM. 210,000 compounds, 0.59% hits;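 active = inhibition of 40% or more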;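 note: 0% = enzyme controls without compound and 100% = no-enzyme blanks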
Target sequence (Q9Y337 67-293 limits assumed): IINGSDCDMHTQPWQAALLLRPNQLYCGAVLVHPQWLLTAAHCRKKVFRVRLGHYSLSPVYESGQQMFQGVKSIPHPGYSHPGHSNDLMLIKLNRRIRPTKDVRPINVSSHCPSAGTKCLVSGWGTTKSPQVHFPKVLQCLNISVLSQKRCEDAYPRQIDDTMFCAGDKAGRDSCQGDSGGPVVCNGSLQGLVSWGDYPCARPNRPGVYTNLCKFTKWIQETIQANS
Hck-Nef inh: blocks Nef-activated human Hck kinase | 220,000 compounds, 0.68% hits | inhibition, % at 20 µM | P08631 | Recombinant Hck-YEEI plus Nef, Z-Lyte FRET kinase assay;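 active = Hck-Nef kinase inhibition above about 50%, limit read from the data; inactive = inhibition below that limit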;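 note: 0% = DMSO with Hck plus Nef and 100% = Hck alone without Nef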
Rad51 HR inh: Rad51 (human) homologous recombination inhibition. inhibition, % at 10 µM. 200,000 compounds, 0.085% hits. hRad51 DNA strand exchange, fluorescence dequenching. Q06609;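 active = inhibition above 40% at the single screening dose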;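 note: 0% = DMSO control wells and 100% = blanks with heterologous ssDNA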
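Material: hRad51 filaments on single-stranded DNA; Reagent: Donor/quencher-labelled 47-bp dsDNA substrate; Compound: 10 µM final, single point; Schedule: 37 °C 15-min filament assembly, 30-min compound preincubation, 15-min exchange; Technique: FRET fluorescence, excitation 485 nm, emission 520 nm; Benchmarks: control wells and blank wells on each plate.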
TNF necrop inh: blocks TNF-alpha induced death of Jurkat FADD-/- cells; activation (protection from cell death), % at 10 µM; AID 463075; 220,000 compounds, 0.068% hits; Jurkat FADD-/- TNF necroptosis rescue, ATP luminescence, 24 h; 0 = TNF only, 100 = no-TNF cells;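 active = activation, meaning protection from cell death, of at least 50% relative to plate controls; inactive = activation below 50%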;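 note: necroptosis triggered by 40 ng/mL TNF-alpha added together with compound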
FXIIa inh 1536: blocks human coagulation factor XIIa protease activity; P00748; purified FXIIa, Boc-QGR-AMC fluorogenic substrate, 2 h; inhibition, % at 5 µM; 220,000 compounds, 0.3% hits; AID 800; in the data active = inhibition above about 40%;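 note: 0% = enzyme with no compound and 100% = blank without enzyme; many of its hits are not listed in these tables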
Target sequence (P00748 20-372 limits assumed): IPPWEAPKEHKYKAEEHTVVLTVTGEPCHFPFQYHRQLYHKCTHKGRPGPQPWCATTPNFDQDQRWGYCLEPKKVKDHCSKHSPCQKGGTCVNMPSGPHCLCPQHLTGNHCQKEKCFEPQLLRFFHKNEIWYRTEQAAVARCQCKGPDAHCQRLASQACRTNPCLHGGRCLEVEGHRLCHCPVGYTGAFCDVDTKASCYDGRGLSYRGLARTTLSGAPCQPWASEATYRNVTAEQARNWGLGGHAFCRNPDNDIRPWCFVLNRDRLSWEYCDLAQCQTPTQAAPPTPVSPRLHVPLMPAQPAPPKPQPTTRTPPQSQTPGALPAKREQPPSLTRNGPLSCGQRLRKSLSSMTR
Target sequence (P00748 373-615 limits assumed): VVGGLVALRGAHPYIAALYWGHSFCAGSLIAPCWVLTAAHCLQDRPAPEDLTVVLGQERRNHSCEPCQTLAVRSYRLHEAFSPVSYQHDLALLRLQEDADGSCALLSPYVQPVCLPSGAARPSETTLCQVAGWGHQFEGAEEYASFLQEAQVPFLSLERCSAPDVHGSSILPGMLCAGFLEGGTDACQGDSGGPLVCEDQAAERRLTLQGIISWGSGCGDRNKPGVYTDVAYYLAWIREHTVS
* marks the source's active call; other numbers are inactive results; · = no result given. These rows are one share of the data; rates above refer to the full screens.

SMILES	Thrombin inh	FXIa inh	KCC2 mod	zVAD death inh	KLK5 inh	Hck-Nef inh	Rad51 HR inh	TNF necrop inh	FXIIa inh 1536
Cc1ccc(NCc2nnc(SCC(=O)c3ccc4c(c3)OCCO4)o2)c(C)c1	4	5	-0.078	-0.3	-6	0	-2	-4.0	14
O=C(Nc1sc2c(c1C(=O)O)CCCCC2)c1ccco1	6	9	·	1.1	16	0	3	-0.8	16
COc1ccccc1-c1noc(CSc2nc(C)cc(=O)[nH]2)n1	-12	-5	-0.14	4.3	-4	21	5	1.2	2
Cc1ccc(-c2noc(/C=C/c3ccccc3)n2)cc1	-4	4	-0.65	0.7	0	-1	-1	-0.4	14
COc1cccc(-c2noc(-c3ccoc3C)n2)c1	-1	1	-0.0059	-0.4	·	-3	·	-0.8	10
Cc1ccc(-c2nn(-c3ccccc3)cc2C(=O)OCC(=O)Nc2ncc(Cl)cc2Cl)cc1	-3	8	-0.99	4.3	-12	7	-13	7.2	7
O=C(O/N=C/C1=C(Cl)c2ccccc2CC1)c1ccc(F)cc1	1	7	·	0.6	8	-1	19	0.7	19
O=C(CN1C(=O)CC(c2ccccc2)S(=O)(=O)c2ccccc21)NC1CCCC1 (stereo not drawn)	12	3	-0.18	-1.0	15	13	3	0.9	12
COc1ccc(CCNC(=O)C2CCC(CNc3c(N4CCCC4)c(=O)c3=O)CC2)cc1OC (stereo not drawn)	0	-2	-0.16	1.6	-2	3	-1	1.5	2
Cc1ccc(C(=O)N2C(=O)C(c3ccccc3)Oc3ccccc32)cc1 (stereo not drawn)	-14	0	-0.84	0.1	-1	-9	·	6.2	5
Cc1ccc(CN2C(=O)N/C(=C/c3ccc(-c4ccc(C(=O)O)cc4)o3)C2=O)cc1	-4	-2	0.055	0.2	-1	89*	-27	1.5	-3
Cc1ccc(F)cc1S(=O)(=O)NCc1ccc(N2CCN(C)CC2)cc1	-6	0	0.65	-0.2	3	5	·	0.7	1
CCN(CC)N=Nc1ccc(S(=O)(=O)N2CCSC2C(=O)O)cc1 (stereo not drawn)	-5	-2	-0.41	0.1	-6	0	-48	0.0	12
CCOC(=O)c1c(NC(=S)Nc2cc([N+](=O)[O-])ccc2OC)sc2c1CCCCC2	-5	5	1	0.8	-5	0	-5	0.7	6
COc1cc(OC)cc(C(C(=O)NCc2ccccc2)N(Cc2ccco2)C(=O)c2ccno2)c1 (stereo not drawn)	-8	-11	-2.8*	-0.4	-28	0	0	-3.1	-4
COCCN(CCOC)S(=O)(=O)c1ccc(C(=O)Nc2nc(-c3ccncc3)cs2)cc1	-6	-4	0.27	0.8	-10	9	5	0.8	5
O=C(NC(=S)Nn1cnnc1)c1cccc(Br)c1	-10	-12	0.073	0.4	-22	1	3	0.5	-3
CCSCC1COC(c2cccn2Cc2ccc(C)cc2)=N1 (stereo not drawn)	-2	-1	·	0.2	-18	0	19	0.2	12
CCOC(=O)N1CCc2[nH]c3ccc(C)cc3c2C1	8	15	-0.52	-0.1	20	-22	-21	-4.7	16
Cc1ccc(-c2nnc(COc3cccc(-n4cnnn4)c3)o2)cc1	0	-3	0.0091	-0.2	-2	1	1	1.2	4
Cc1ccccc1-n1c(C)n[nH]c1=S	4	22	0.47	-0.2	-4	-1	-11	-2.7	24
CC(C)C(=O)Nc1ccc(C(=O)NN2C(=O)c3ccccc3C2=O)cc1	-4	6	0.25	1.3	-12	5	3	0.7	1
C/C(=N\NC(=O)c1ccccc1O)C1C(=O)c2ccccc2C1=O	-2	5	-3.8*	2.2	-131	6	-3	-3.1	15
COCCCN1C(=O)/C(=C\c2ccc3c(c2)OCO3)C(C(=O)OC)=C1C	1	-2	-0.027	0.4	-8	5	-18	0.5	2
COc1ccc(OC)c(NC(=O)N[C@@H](Cc2ccccc2)C(=O)O)c1	-18	-8	·	1.4	-14	3	0	0.7	4

The closing 2 compounds of the section above open the next one.
SMILES	Thrombin inh	FXIa inh	KCC2 mod	zVAD death inh	KLK5 inh	Hck-Nef inh	Rad51 HR inh	TNF necrop inh	FXIIa inh 1536
COCCCN1C(=O)/C(=C\c2ccc3c(c2)OCO3)C(C(=O)OC)=C1C	1	-2	-0.027	0.4	-8	5	-18	0.5	2
COc1ccc(OC)c(NC(=O)N[C@@H](Cc2ccccc2)C(=O)O)c1	-18	-8	·	1.4	-14	3	0	0.7	4
O=[N+]([O-])c1ccc(N2CCN(S(=O)(=O)c3ccccc3)CC2)c2cccnc12	-9	-1	-0.74	-0.9	6	23	1	-2.1	1
Cc1c(C#N)c(N)nc2c3c(sc12)NC(=O)CC3c1ccccc1 (stereo not drawn)	-4	12	0.25	0.3	4	15	3	-2.4	10
Cc1ccc(SCC(=O)NC(=O)c2ccc(S(=O)(=O)N(C)C)cc2)cc1C	-4	8	0.36	1.1	-11	2	3	1.4	20
COC(=O)c1[nH]c2ccc(C)cc2c1NC(=O)C(C)N1CCN(C2CCCCC2)CC1 (stereo not drawn)	5	5	0.17	-0.2	-11	1	-7	-4.6	11
Cc1cc(=O)oc(C)c1C(=O)NCCCN1C(C)CCCC1C (stereo not drawn)	-1	-3	0.14	0.0	10	1	1	-2.0	10
CCCCCCC(=O)N/N=C/c1ccco1	-3	8	-0.08	0.5	-20	4	·	0.8	7
O=c1cc(Cc2ccccc2)[nH]c(=S)[nH]1	-4	-3	-0.08	·	-11	3	14	0.1	4
O=C(Nc1ccccc1Oc1ccccc1)c1cnccn1	2	0	0.52	0.2	-17	1	-5	-2.1	10
COc1cccc(N=Cc2c[nH][nH]c2=O)c1	-5	-9	0.012	0.0	5	1	-2	-4.4	-5
Cc1nc(NC(=S)NC(=O)c2ccccc2)sc1C	-2	9	46*	-1.1	-3	12	12	2.0	0
Cn1c(SCc2nc(-c3ccccc3)no2)nnc1-c1cccs1	1	12	-0.035	0.1	0	-1	-3	-1.8	20
O=C(O)c1ccccc1C(=O)c1cccs1	-7	-3	·	1.9	0	-2	9	1.0	8
CCN(CC)c1ccc(/C=N\N2CCN(Cc3ccc(C)cc3)CC2)cc1	-8	-4	0.81	3.8	0	37	-4	2.6	4
Cc1cccc(NC(=O)Cn2cccc2)c1	-6	20	-0.44	0.3	-4	4	-1	4.9	19
COc1ccc(-n2c(-c3ccc(Br)cc3)c[n+]3c2SC(C)C3)cc1 (stereo not drawn)	-1	3	-0.11	0.1	-3	-2	6	-3.4	0
COc1ccc(C(=O)N2N=C(c3ccccc3)CC2(O)C(F)(F)F)cc1 (stereo not drawn)	3	14	11*	2.0	-13	2	7	-1.4	9
CCCn1c(SCCC(=O)O)nc2ccccc21	4	3	·	1.3	·	10	·	0.2	10
O=C(CN1N=C(c2ccccc2)CCC1=O)NCc1cccs1	5	-9	-0.69	-1.1	-5	6	3	0.9	3
COC(=O)C1=C(CSCc2ccco2)NC(=O)NC1c1cc(C)ccc1C (stereo not drawn)	1	0	·	-0.1	4	1	7	-2.1	13
O=C(Nc1ccc(S(=O)(=O)N2CCOCC2)cc1)c1ccc2c(c1)S(=O)(=O)c1ccccc1C2=O	5	1	-0.67	-0.8	4	5	19	-0.2	12
CCN1/C(=C/c2ccc3cc(C)ccc3[n+]2C)Sc2ccc3sccc3c21	5	-2	0.055	2.6	-4	-12	31	-15	2
c1ccc2c(c1)nc1n2CCS1	2	3	-0.0026	-0.3	1	-2	-3	0.1	3
O=C(Nc1ccccc1)c1sc(Cl)nc1-c1ccccc1	-9	-2	-0.11	0.8	-11	3	2	0.4	-1
COc1ccc(C2CC(O)(c3ccccc3)Oc3c(C)ccc(C)c32)cc1 (stereo not drawn)	4	3	0.22	0.4	3	24	-7	0.4	11
Cc1ccc(C(=O)N2CC(C(=O)O)C2)cc1	-2	-6	-0.04	0.8	-13	-7	-82	-0.1	-1
Next part:
SMILES	Thrombin inh	FXIa inh	KCC2 mod	zVAD death inh	KLK5 inh	Hck-Nef inh	Rad51 HR inh	TNF necrop inh	FXIIa inh 1536
O=C(Nc1ccc(C(=O)O)cc1)/C(=C\c1ccc2c(c1)OCO2)NC(=O)c1ccccc1	-4	5	1.2	1.6	7	13	4	0.1	13
O=C(N/N=C/c1ccc(OCc2ccccc2)cc1)c1ccncc1	-6	-5	-4.1	1.0	-5	10	-5	1.9	0
Cc1ccc(NC(=O)C2CCC(CNc3c(N4CCC(C)CC4)c(=O)c3=O)CC2)cc1F (stereo not drawn)	-4	-2	-0.14	0.3	-3	24	-9	0.7	6
CC(C)c1nc2ccc(C(=O)O)cc2[nH]1	-6	-6	-1.3	0.5	-17	-2	7	-0.3	-3
COc1ccc(CN(CC2CCCO2)S(=O)(=O)c2ccc(C(=O)O)cc2)cc1OC (stereo not drawn)	-2	-4	-0.49	0.2	-9	2	3	0.5	12
CCN1CCN(C(c2cccs2)C(C)NC(=S)Nc2cccc(C)c2C)CC1 (stereo not drawn)	-5	-2	0.088	-0.1	1	21	·	0.9	7
CCCCCn1c(SCC#N)nc2cc(C(=O)NCC3CCCO3)ccc2c1=O (stereo not drawn)	-11	3	0.7	-0.1	-4	2	-2	-3.6	4
O=C(NC12CC3CC(CC(C3)C1)C2)c1cc2nc(-c3ccco3)cc(C(F)(F)F)n2n1	-2	0	-0.92	1.7	-49	2	15	-3.9	0
O=C(CCc1nnc(COc2ccccc2)o1)NCCc1cccs1	-3	2	-0.74	0.1	·	2	7	-0.3	9
c1ccc2c(CNc3ccc(CNc4ncn[nH]4)cc3)cccc2c1	4	9	0.98	1.6	-12	20	-5	-2.4	17
O=C(c1ccc2c(c1)OCO2)C1CCCN(Cc2cc(F)ccc2-n2cccn2)C1 (stereo not drawn)	-11	-6	-1.1	-2.5	-5	38	-3	0.3	8
CCCCC(=O)Nc1ccc(N2CCN(C(=O)CC)CC2)cc1	3	-6	0.51	0.0	-23	1	15	-0.2	10
CCc1cccc(C)c1NC(=S)N1CCCCC1c1cccnc1 (stereo not drawn)	-8	-1	-0.28	-0.6	-1	18	·	-1.0	6
COc1ccc(NC(=O)CN2C(=O)CSC2=O)cc1	-3	1	-0.028	4.1	4	26	21	0.3	10
O=C(c1cccc(Cl)c1)N1CCn2c1nc1ccccc12	8	-2	·	0.5	11	28	5	-1.7	6
CC1=C(C(N)=O)C(c2cccs2)NC(=S)N1 (stereo not drawn)	-3	1	0.92	6.1	4	19	-5	-0.9	11
CCS(=O)(=O)c1ccc(O)c(NC(=O)Nc2ccccc2OC)c1	-5	0	-0.24	-0.6	3	18	·	5.6	6
CN(Cc1ccccc1)C(=O)COC(=O)c1ccc(Cl)c(N)c1	-10	5	-3.9*	-0.8	-7	-1	4	0.2	7
Cc1ccc(NC(=O)CN(C)CC(=O)Nc2ccccc2C(=O)Nc2ccccc2)cc1	-14	-2	-0.99	0.0	-3	16	8	-2.4	8
COc1cccc(C2C(C(=O)c3ccc(C)o3)=C(O)C(=O)N2CCCN(C)C)c1 (stereo not drawn)	·	·	0.85	-0.1	·	0	·	-0.9	·

Compound profiles (already shown). Order of values: Thrombin inh | FXIa inh | KCC2 mod | zVAD death inh | KLK5 inh | Hck-Nef inh | Rad51 HR inh | TNF necrop inh | FXIIa inh 1536
`c1ccc2c(CNc3ccc(CNc4ncn[nH]4)cc3)cccc2c1` reads 4 | 9 | 0.98 | 1.6 | -12 | 20 | -5 | -2.4 | 17
`CN(Cc1ccccc1)C(=O)COC(=O)c1ccc(Cl)c(N)c1` reads -10 | 5 | -3.9* | -0.8 | -7 | -1 | 4 | 0.2 | 7
`CC1=C(C(N)=O)C(c2cccs2)NC(=S)N1` (stereo not drawn) reads -3 | 1 | 0.92 | 6.1 | 4 | 19 | -5 | -0.9 | 11
